FEN1 inhibitor = blocks human flap endonuclease 1. AID 588795. Recombinant FEN1 flap cleavage, fluorescence, 15 min. 390,000 tested, 0.35% active. Potency, µM (series often up to 114 µM), for the others: at the top dose activity change, negative = inhibition, actives largely listed as inhibitors; note: nearly all actives have a fitted effect of over 65% in size
Target sequence (P39748 whole entry, looked up): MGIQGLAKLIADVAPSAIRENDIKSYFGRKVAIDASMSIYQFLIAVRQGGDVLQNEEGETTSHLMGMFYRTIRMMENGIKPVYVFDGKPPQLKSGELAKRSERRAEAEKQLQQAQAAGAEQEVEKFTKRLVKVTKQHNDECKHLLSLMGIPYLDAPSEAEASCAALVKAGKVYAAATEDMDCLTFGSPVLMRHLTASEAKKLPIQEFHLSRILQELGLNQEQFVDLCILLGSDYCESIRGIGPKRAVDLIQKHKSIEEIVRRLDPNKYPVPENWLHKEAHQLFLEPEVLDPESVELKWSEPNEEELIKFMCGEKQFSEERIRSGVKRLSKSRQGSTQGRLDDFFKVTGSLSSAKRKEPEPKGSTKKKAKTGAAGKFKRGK
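With each library titrated from low to high concentration, compounds met 10 nM FEN1 for 15 min at room temperature before 50 nM substrate was added; readings at 0 and 15 min fed four-parameter Hill curve fits.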
GCN5L2 inh = inhibitors of human GCN5L2 histone acetyltransferase. Q92830. GCN5L2 HAT assay, ThioGlo1 CoA-SH fluorescence. Potency, µM (doses to about 58.9 µM), for inactives: top-dose activity change, negative = inhibition, most hits filed as inhibitors. 390,000 tested, 0.21% active. AID 504327
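Titration-based screen in which CoA formation is detected via maleimide probe ThioGlo1 (50uM) turning fluorescent on thiol reaction; substrates H3(1-25) 75uM and acetyl-CoA 70uM, GCN5L2 20nM, 20 min incubation at room temperature.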
N370S GC = inhibitors or activators of N370S glucocerebrosidase for Gaucher disease. P04062. N370S GC spleen homogenate, 4MU-glucoside fluorescence. Potency, µM (doses to about 59.4 µM), for the others: at the highest dose activity change, negative = inhibition, hits mostly inhibitors. 330,000 tested, 0.092% active. AID 2101;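 note: 0% = full enzyme activity and -100% = no enzyme basal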
* marks the source's active call; other numbers are inactive results; ? = inconclusive; . = not tested or not shown; & = joins results of further samples; [ ] = remark or other dose. Calls come from the whole dose curve; as a rule, active = well fitted curve in the direction sought with a large enough effect; inconclusive = small, poorly fitted or top-dose-only effect, or another doubt; inactive = no such curve, though single readings can be large; an effect the other way counts as inactive or inconclusive. Unless noted, % is set by controls: 0 for no effect and ±100 for the full control effect; potency is the fitted concentration of half-maximal effect.

A first look (4 entries):
SMILES | FEN1 inhibitor | GCN5L2 inh | N370S GC
CCOCCCNC(=O)C1CCCN(S(=O)(=O)c2ccc(-n3cnnn3)cc2)C1 (stereo not drawn) | 2% | -4% | 3%
Cc1ccc(-c2nnc(SCC(=O)N(C)C)nc2-c2ccc(C)cc2)cc1 | 5% | -4% | -1%
Cn1cc(S(=O)(=O)N2CCCCC2)cc1C(=O)N1CCN(c2ccc(F)cc2)CC1 | -14% | 10% | .
N=C1c2ccccc2CN1NC(=O)c1cccc(S(=O)(=O)N2CCCCC2)c1 | 1% | 0% | -5%

This part in full, from the start:
SMILES | FEN1 inhibitor | GCN5L2 inh | N370S GC
CCOCCCNC(=O)C1CCCN(S(=O)(=O)c2ccc(-n3cnnn3)cc2)C1 (stereo not drawn) | 2% | -4% | 3%
Cc1ccc(-c2nnc(SCC(=O)N(C)C)nc2-c2ccc(C)cc2)cc1 | 5% | -4% | -1%
Cn1cc(S(=O)(=O)N2CCCCC2)cc1C(=O)N1CCN(c2ccc(F)cc2)CC1 | -14% | 10% | .
N=C1c2ccccc2CN1NC(=O)c1cccc(S(=O)(=O)N2CCCCC2)c1 | 1% | 0% | -5%
O=C(N/N=C/c1cccs1)c1cc(-c2ccc(Cl)s2)[nH]n1 | -3% | -14% | -15%
Cc1ccc(OCCC(=O)OCC(=O)N2c3ccccc3NC(=O)C2(C)C)cc1 | -13% | -5% | -6%
CC(O)CNC12CC3CC(CC(C3)C1)C2 (stereo not drawn) | -13% | -10% | -6%
CC(=O)NC(Cc1cccc(C)c1)C(=O)NC1CCN(C(=O)c2ccc([N+](=O)[O-])cc2)CC1 (stereo not drawn) | 0% | 2% | -1%
Cn1c(=O)oc2cc(S(=O)(=O)N3CCC(C(=O)N4CCN(c5cccc(Cl)c5)CC4)CC3)ccc21 | 7% | -6% | .
C/C(=N\Nc1ccc([N+](=O)[O-])cc1)c1ccc(N2CCOCC2)cc1 | -14% | -18% | -1%
Cn1nc(C(C)(C)C)c(NC(=O)c2sccc2Cl)c1C(C)(C)C | -4% | -1% | 17%
Cc1ccc(C(=O)Nc2cccnc2N2CCN(C)CC2)cc1 | -3% | -2% | -5%
CN(Cc1c(F)cccc1Cl)C(=O)c1cc2ccccc2o1 | -3% | -15% | ?
O=C(/C=C/c1cccs1)NC(=S)Nc1ccccc1 | -5% | -15% | 6%
O=C(CCCn1c(=O)c2ccccc2n(Cc2ccc(F)cc2Cl)c1=O)NCCc1ccc(Cl)cc1 | 15% | -6% | .
CC(=O)Nc1ccc(NC(=O)C2CCCN(S(=O)(=O)c3ccc(Cl)cc3)C2)cc1 (stereo not drawn) | 1% | -5% | -2%
CCOC(=O)NC(=S)Nc1c(C)n(C)n(-c2ccccc2)c1=O | 2% | -5% | 0%
CCOC(=O)c1ccc(N2C(=O)C(CC(N)=O)N(NC(=O)c3cccc(F)c3)C2=S)cc1 (stereo not drawn) | -5% | -4% | -8%
CC1CN(C(=O)c2cc(S(=O)(=O)N3CCCCC3)ccc2Cl)CC(C)O1 (stereo not drawn) | 10% | -6% | .
COc1ccc(Nc2cc(C)c3c(O)cccc3n2)cc1 | 7% | -2% | -18%
Cc1ccc(C(=O)c2cn(Cc3ccccc3C)c3nc(C)ccc3c2=O)cc1 | 3% | -3% | .
O=Cc1ccc(OCc2ccccn2)cc1 | -17% | 2% | -12%
O=C1CCN(CCc2ccccc2)CCN1[C@H](CSc1ccccc1)Cc1ccccc1 | 2%&2% | -5% | -15%
COc1ccc2c(CNCCc3cccs3)c(C(=O)O)n(Cc3ccc(F)cc3Cl)c2c1 | 0% | -5% | .
COc1cccc2c1O/C(=N\O)C(C(=O)Nc1ccc(C)cc1)C2 (stereo not drawn) | -4% | 5% | 11%
NC(=O)CC(c1ccccc1)c1ccco1 (stereo not drawn) | 2% | -15% | 12%
Cc1ccc2nc(-c3ccc(N4CCOCC4)cc3)c(Nc3ccccc3C)n2c1 | -12% | ? | .
CN1CCN(S(=O)(=O)c2ccc(NCc3ccc4c(c3)OCO4)nc2)CC1 | -5% | 4% | -3%
Cc1ccc(OCC(O)CN2CCN(CC(O)COc3ccc(C)cc3Cl)CC2)c(Cl)c1 (stereo not drawn) | 8% | -3% | -9%
CC(C)c1ccc(-c2noc(C3CCCN(S(C)(=O)=O)C3)n2)cc1 (stereo not drawn) | 1% | -3% | 10%
CC(C)(C)NC(=O)CSc1nc2ccccc2n1-c1ccccc1 | -2% | -5% | 29%
CCC(c1nnnn1C(C)(C)CC)N(CCN1CCOCC1)Cc1cc2cc(C)ccc2[nH]c1=O (stereo not drawn) | 2% | -1%[0.501 µM] | -5%
O=C(Nc1ccc(Cl)cc1)c1ccc(-n2cccn2)c([N+](=O)[O-])c1 | -13% | -23% | 6%
CCOC(=O)N1CCN(C(=O)CS(=O)(=O)Cc2nc(-c3cccc(OC)c3)oc2C)CC1 | -7% | -2% | -10%
FC(F)(F)c1cccc(NC(=S)NCCc2ccccn2)c1 | 10% | -3% | 0%
O=C1c2cccnc2C(=O)N1CO | -1% | -7% | -19%

Part of the list above in another layout:
> FC(F)(F)c1cccc(NC(=S)NCCc2ccccn2)c1
  FEN1 inhibitor: 10%
  GCN5L2 inh: -3%
  N370S GC: 0%

> CCOC(=O)N1CCN(C(=O)CS(=O)(=O)Cc2nc(-c3cccc(OC)c3)oc2C)CC1
  FEN1 inhibitor: -7%
  GCN5L2 inh: -2%
  N370S GC: -10%

> CC(C)c1ccc(-c2noc(C3CCCN(S(C)(=O)=O)C3)n2)cc1 (stereo not drawn)
  FEN1 inhibitor: 1%
  GCN5L2 inh: -3%
  N370S GC: 10%

> CN1CCN(S(=O)(=O)c2ccc(NCc3ccc4c(c3)OCO4)nc2)CC1
  FEN1 inhibitor: -5%
  GCN5L2 inh: 4%
  N370S GC: -3%

(next part)
SMILES | FEN1 inhibitor | GCN5L2 inh | N370S GC
CCS(=O)(=O)c1ccc2oc(SCC(=O)c3ccco3)nc2c1 | -6% | 22% | 4%
CC(=O)c1cccc(NS(=O)(=O)c2ccc3[nH]c4c(c3c2)CCCCC4)c1 | ? | 13% | .
COc1cccc2cc(C(=O)OCC(=O)N3CC(C)OC(C)C3)c(=O)oc12 (stereo not drawn) | 2% | -2% | .
COC(=O)c1c(Sc2ccccc2)c2ccccc2n1C | 10% | 0% | 14%
Cc1ccccc1C(=O)OCCN(C)Cc1ccccc1 | 12% | -1% | -5%
Cc1nc2ccc(-c3nc4ccc(N)cc4[nH]3)cc2[nH]1 | 35µM* | ? | 20%
CCCn1nc(NC(=O)c2ccccn2)c2cc3cc(C)ccc3nc21 | -12% | 4% | 4%
CC[C@@]1(C(=O)OC)N[C@H](CN(C)C(=O)COc2ccccc2)[C@@H]2C(=O)N(C)C(=O)[C@@H]21 | -12% | 1% | .
CSc1ncc(C(=O)N2CCN(c3ccc(F)cc3)CC2)c(C)n1 | 20% | -2% | .
Cc1cccc2cc(CNCc3ccccc3)c(Cl)nc12 | -7% | -5% | -13%
O=C(Cn1ncc2c3ccccc3n(Cc3ccccc3)c2c1=O)NCCCN1CCCCC1 | -16% | -7% | .
Cc1c(Br)c([N+](=O)[O-])nn1CC(=O)N1CCc2ccccc21 | 2% | -1% | -22%
Cc1ccc(Cn2c(CNC(=O)c3cccc(C)c3)nc3ccccc32)cc1 | 5% | -8% | .
CCCc1c(O)nc(SCc2ccccc2)[nH]c1=O | -12% | -7% | 5%
CC1(C)CC2CC(C)(CN2S(=O)(=O)c2ccc(C(=O)Nc3cc(S(=O)(=O)N4CCOCC4)ccc3Cl)cc2)C1 (stereo not drawn) | -1% | -4% | -14%
CCn1c(=O)c(C(=O)CN2CCOCC2)c(N)n(Cc2ccccc2)c1=O | -8% | -3% | 2%
CC(C)CNC(=O)c1ccccc1SCC(=O)NC12CC3CC(CC(C3)C1)C2 | -8% | -6% | 7%
Cc1ccc(C)c(NC(=O)CSc2ncc(S(=O)(=O)c3ccc(C)c(Cl)c3)c(=O)[nH]2)c1 | -10% | -8% | .
COCCNC(=O)/C(C#N)=C/c1c(N2CCN(c3cccc(Cl)c3)CC2)nc2c(C)cccn2c1=O | 8% | -2% | ?
CCCCCOc1ccc(NC(=O)Cc2csc(C)n2)cc1 | 4% | -7% | .
CC(NC(=O)COC(=O)Cc1ccc(-c2ccccc2)cc1)c1ccccc1 (stereo not drawn) | -10% | -10% | 0%
Cc1nc(SCC(=O)Nc2cc(C)on2)c2c(C)c(C)sc2n1 | -2% | -8% | -5%
CCCCC1=CC2=C(c3ccco3)C(=O)C(C)(OC(=O)c3ccc(OC)cc3)C(=O)C2=CN1c1ccc(OC)cc1 (stereo not drawn) | -13% | -9% | 2%[12.8 µM]
COc1cc(CN2CCN(CCCc3ccccc3)C(CCO)C2)cc(OC)c1O (stereo not drawn) | -22% | -6% | 1%

Taken from the entries so far (four entries):
SMILES | FEN1 inhibitor | GCN5L2 inh | N370S GC
CCCn1nc(NC(=O)c2ccccn2)c2cc3cc(C)ccc3nc21 | -12% | 4% | 4%
CC[C@@]1(C(=O)OC)N[C@H](CN(C)C(=O)COc2ccccc2)[C@@H]2C(=O)N(C)C(=O)[C@@H]21 | -12% | 1% | .
CSc1ncc(C(=O)N2CCN(c3ccc(F)cc3)CC2)c(C)n1 | 20% | -2% | .
Cc1cccc2cc(CNCc3ccccc3)c(Cl)nc12 | -7% | -5% | -13%

More entries follow.
SMILES | FEN1 inhibitor | GCN5L2 inh | N370S GC
Cc1cccc(N(CC(=O)NCCSCc2ccccc2)S(C)(=O)=O)c1 | -2% | 1% | -3%
CN(c1cccc(NC(=O)COc2ccc(Cl)cc2Cl)c1)S(C)(=O)=O | -15% | 0% | 5%
COC(=O)CSc1nn(-c2ccc(F)cc2)c(=S)s1 | -3% | -9% | 11%
Cc1nnc(NC(=O)c2ccc(-c3ccc([N+](=O)[O-])cc3)o2)s1 | -1% | -23% | -16%
Cc1cccc(NC(=O)CSc2cc(C)c(C#N)c3nc4ccccc4n23)c1 | -3% | -4% | -4%
Cc1ccc(C2Nc3cccc4cccc(c34)N2)s1 | -16% | -5% | 0%
COc1cccc(/C=N/Nc2c(Cl)cncc2Cl)c1O | ? | 7% | 9%
CC(C)CC1CCCCC1OC(=O)C[N+]1(C)CCCCC1 (stereo not drawn) | -8% | -26% | 0%
COc1ccc(-n2c(SCC(=O)Nc3nccs3)nc3c(c2=O)SC(C)C3)cc1 (stereo not drawn) | 11% | -6% | 7%
Cc1cccc(NC(=O)NNC(=O)CCc2ccccc2)c1 | -4% | -17% | 2%
N#Cc1ccc(CN2CCN(c3ccc(S(=O)(=O)N4CCCC4)cn3)CC2)cc1 | -11% | -1% | .
Nc1nc(NCCc2ccccc2)nc(NCCO)c1[N+](=O)[O-] | 6% | -6% | -24%
COCCN(CCOC)S(=O)(=O)c1ccc(C(=O)NCCCN2CCOCC2)cc1 | -5% | 0% | 5%
CN1CCN(CCCNC(=O)Nc2cccc3ccccc23)CC1 | 3% | -7% | 2%
CCOC(=O)Cc1nnc(NC(=O)CSc2nc3ccccc3[nH]2)s1 | 9% | 2% | -4%
O=C(N1CCCC1)C12CC3CC(CC(Cl)(C3)C1)C2 | -5% | -6% | -2%
Cc1ccc(C)c(N2CCN(c3nccn4nc(-c5ccc(Br)cc5)cc34)CC2)c1 | 6% | 0% | .

High-throughput results from PubChem BioAssay.
